Screening results (PubChem)
ARNT-TACC3 inh: ARNT/TACC3 interaction disruption. inhibition, % at 9.99 µM. hit rate 0.66% among 390,000. AlphaScreen His-ARNT PAS-B/GST-TACC3 binding, luminescence; TACC3 fragment carries E629A point mutation. Q9Y6A5;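 active means mean inhibition of replicates at least 50% and at least half of replicates each reaching 50%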;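 further: 0% = complete ARNT plus TACC3 wells and 100% = ARNT alone without TACC3; many hits fall short of the cut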
CFTR F508del cor: CFTR F508del correction in bronchial cells; AID 720511; activity (quench increase), % at 7.58 µM; CFBE cells, YFP halide quenching; stimulated with forskolin plus potentiator P3; % fluorescence drop versus neutral controls; hit rate 0.36% among 350,000;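 active means mean added fluorescence quench of at least 8% versus neutral control, with both replicates also reaching 8%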;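 further: cells transiently co-express mutant CFTR-F508del with the halide-sensitive YFP; corrector assay measuring rescue of mutant channel to the surface after 24 h compound exposure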
esBAF inh: blocks esBAF chromatin remodeling in mouse ES cells; Bmi1-luciferase knock-in reporter, 24 h; 100% = twice the neutral-well signal; reporter increase, % at 12.5 µM; hit rate 2% among 350,000; AID 602393; in the data active means activation above about 40%;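 further: 0% = median of the plate's neutral control wells and 100% = double that signal; a rise in the Bmi1 reporter signal indicates esBAF inhibition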
RAD54 inh: RAD54 (human) branch migration inhibition. Q92698. RAD54 Holliday junction branch migration, FAM/BHQ fluorescence. inhibition, % at 10.4 µM. hit rate 0.14% among 360,000;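 active means mean normalized replicate activity at least 40 and at least half of replicates scoring 40 or more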;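 further: 0% = median of neutral control wells and 100% = median of positive control wells; inhibitors cause a drop in the FAM fluorescence signal; in these data hits start at about 50%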
XiGFP reactiv: X-chromosome reactivation activator | XiGFP mouse fibroblasts, % GFP-positive cells imaging, 3 d; cells co-treated with 5-aza-dC sensitizer; scaled so ellipticine positive control = 100% | activation, % at 7.58 µM | hit rate 0.055% among 360,000 | AID 743238;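 active means mean normalized replicate activation at least 10% and every replicate at or above 10%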;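 further: 0% = median of on-plate neutral control wells and 100% = ellipticine 6 µM median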
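Material: XiGFP fibroblasts, SV40-immortalized; Buffer or medium: DMEM containing 5-aza-dC; Compound dosing: single point; Times: 3 days compound exposure.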
RAD52 inh: RAD52 (human) annealing inhibition; P43351; inhibition, % at 18.7 µM; recombinant RAD52 DNA annealing, FRET fluorescence; hit rate 0.46% among 360,000;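 active means every replicate showing at least 50% inhibition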
ERAP1 inh: ERAP1 (human) enzyme inhibition | Q9NZ08 | recombinant ERAP1, Leu-AMC fluorescence, 60 min | inhibition, % at 10.7 µM | hit rate 0.15% among 340,000 | AID 652197;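 active means mean replicate inhibition of at least 30%, or all replicates individually reaching that 30% level; inactive means mean below 30% and not every replicate reaching it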;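 further: 0% = neutral control wells and 100% = L-leucinethiol positive control wells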
Target sequence (Q9NZ08 whole entry, looked up): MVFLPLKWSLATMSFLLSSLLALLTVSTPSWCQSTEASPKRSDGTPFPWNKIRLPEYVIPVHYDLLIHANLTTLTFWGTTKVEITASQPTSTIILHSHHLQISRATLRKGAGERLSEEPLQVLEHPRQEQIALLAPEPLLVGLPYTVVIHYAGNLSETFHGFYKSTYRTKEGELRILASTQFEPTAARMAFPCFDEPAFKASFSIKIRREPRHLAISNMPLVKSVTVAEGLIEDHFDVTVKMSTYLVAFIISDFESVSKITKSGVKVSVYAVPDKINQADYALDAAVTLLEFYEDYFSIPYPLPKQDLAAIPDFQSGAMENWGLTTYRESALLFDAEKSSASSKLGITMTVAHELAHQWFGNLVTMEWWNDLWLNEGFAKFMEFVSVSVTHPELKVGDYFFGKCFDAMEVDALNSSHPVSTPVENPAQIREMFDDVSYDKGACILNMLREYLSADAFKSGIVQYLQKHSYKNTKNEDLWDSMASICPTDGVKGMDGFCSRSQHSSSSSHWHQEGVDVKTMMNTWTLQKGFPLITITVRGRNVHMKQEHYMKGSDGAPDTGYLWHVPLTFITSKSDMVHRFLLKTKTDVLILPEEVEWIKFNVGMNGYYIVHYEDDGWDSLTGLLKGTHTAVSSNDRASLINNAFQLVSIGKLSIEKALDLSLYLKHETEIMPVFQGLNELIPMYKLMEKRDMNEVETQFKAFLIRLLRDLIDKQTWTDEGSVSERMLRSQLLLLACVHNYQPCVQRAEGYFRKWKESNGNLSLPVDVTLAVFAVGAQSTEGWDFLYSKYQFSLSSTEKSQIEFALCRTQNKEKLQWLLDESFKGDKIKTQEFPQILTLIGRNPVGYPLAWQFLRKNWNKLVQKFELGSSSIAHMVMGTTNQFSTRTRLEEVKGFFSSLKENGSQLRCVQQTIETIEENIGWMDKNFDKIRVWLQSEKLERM
GSIS activator: GLuc luminescence reporter in INS-1E cells, primary screen for activators of glucose-dependent secretion of insulin. INS-1E GLuc reporter insulin secretion, 2-3 h. activation, % at 16.6 µM. hit rate 0.61% among 370,000. AID 743287;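 active means lowest replicate activation of at least 40%, so every replicate reaches that level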;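 further: 0% = median of neutral control wells and 100% = median of IBMX positive control wells; some compounds called inactive have numbers as strong as hits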
The depositor's hits bear a star; . = not tested or not shown.

The line under a structure holds: ARNT-TACC3 inh	CFTR F508del cor	esBAF inh	RAD54 inh	XiGFP reactiv	RAD52 inh	ERAP1 inh	GSIS activator
1: CCOC(=O)N1CCN(Cc2nc3c(c(=O)n(C)c(=O)n3C)n2CCC(C)C)CC1
  -6	-0.8	3	-7	0.6	-5	11	.
2: O=C(C[C@@H]1C[C@H]2c3cc(NS(=O)(=O)c4ccc(F)cc4)ccc3O[C@H]2[C@@H](CO)O1)NCCc1ccccc1
  0	2.9	5	0	0.0	1	3	-1
3: Cc1cc(C(F)F)n2nc(C(=O)Nc3sc4c(c3C(N)=O)CCC4)nc2n1
  4	.	.	15	0.1	.	.	7
4: O=C(COc1ccc(Cl)cc1)Nc1ncc([N+](=O)[O-])s1
  -1	-1.0	.	.	0.0	4	-2	.
5: O=C(C[C@H]1CC[C@@H]2[C@H](COC[C@H](O)CN2C(=O)c2ccccc2)O1)Nc1nccs1
  5	1.2	5	-1	-0.1	-8	0	1
6: NC(=O)c1ccc(OCC(F)(F)F)nc1
  -6	-4.0	1	-20	0.1	-10	.	.
7: C[C@@H](NC(=O)C[C@@H]1CC[C@H]2[C@@H](COC[C@H](O)CN2C(=O)Nc2ccccc2)O1)c1ccccc1
  5	0.1	0	-2	0.1	3	0	7
8: O=C(C[C@H]1C[C@H](C(=O)N2CCOCC2)[C@@]2(CCC3CCCC3)c3[nH]c4ccc(Cl)cc4c3CCN2C1=O)NCCN1CCOCC1
  -3	-1.9	3	-7	0.2	-13	.	.
9: COc1ccc(OCCCC(=O)N2CCN(S(=O)(=O)c3cccc(F)c3)CC2)cc1
  -3	-2.9	0	5	0.0	3	1	-8
10: COc1ccccc1CNS(=O)(=O)c1cc2c3c(c1)C(C)C(=O)N3CCC2 (centres undefined)
  -1	2.6	-3	-3	0.0	0	-1	4
11: CC(=O)NC1=NC(=O)/C(=C/c2cn(C(C)=O)nc2-c2ccccc2)S1
  54*	1.3	.	.	0.0	-290	8	-20
12: COCC(=O)Nc1ccc2c(c1)OC[C@@H](C)N(Cc1cccc(F)c1)C[C@H](C)[C@@H](OC)CN(C)C2=O
  -3	0.2	-1	1	0.3	-11	3	-10
13: COc1ccccc1CN1C[C@@H]2C[C@@H](c3ccccc3C)N3CCC[C@@]23C1=O
  1	0.4	.	.	0.1	-17	3	5
14: C=CCCC1CN(CCCC)S(=O)(=O)c2c(F)cccc2O1 (centres undefined)
  -2	-0.7	-4	-10	-0.1	2	-2	-5
15: CCOc1ccccc1NC(=O)c1c(NC(=O)CCC(=O)O)sc2c1CCCCC2
  8	4.8	.	.	0.1	-72	4	-12
16: CCCC(=O)Nc1ccccc1NC(=O)c1ccc(OCC)cc1
  0	0.3	-6	.	0.0	-8	-3	-6
17: CCCNC(=O)Nc1ccc2c(c1)OC[C@H](C)N(Cc1ccccc1)C[C@H](C)[C@H](OC)CN(C)C2=O
  2	-2.5	5	2	1.8	23	5	-10
18: Cc1cc(NNC(=O)c2cccc(C(F)(F)F)c2)nc2c1c(C)nn2C
  -29	-2.7	.	.	-0.1	-1	-3	-6
19: CC(NC(=O)c1cc(S(=O)(=O)N2CCCC2)cn1C)c1ccccc1 (centres undefined)
  -1	1.9	8	2	0.0	-3	1	3
20: CC(C)NC(=O)N1[C@@H](CO)[C@H](c2ccccc2)C12CN(C(=O)c1ccccn1)C2
  .	-0.3	.	.	0.0	-23	-2	-5
21: CCc1csc(N2[C@H](C#N)[C@H](c3ccccc3-c3ccc(F)cc3)[C@H]2CO)n1
  .	2.6	.	.	0.1	-8	-1	-6
22: CCNC(=O)C[C@H]1CC[C@@H]2[C@@H](COc3ccc(NC(=O)c4cccc(C(F)(F)F)c4)cc3C(=O)N2C)O1
  18	-1.7	0	-7	0.0	.	.	-3
23: COc1ccccc1CNC(=O)COC(=O)Cc1c(F)cccc1Cl
  1	0.6	-6	.	0.1	0	8	-13
24: Cc1nc(NC(=O)CSc2nnc(-c3ccc4c(c3)OCO4)o2)c(Cl)cc1Cl
  0	.	18	-9	-0.4	.	.	-4
25: O=C(CCCC(=O)OCC(F)(F)C(F)F)Nc1ccccc1F
  -7	0.7	.	.	0.1	-8	2	14
26: COC(=O)CSc1nc(Cc2ccccc2)nc2ccccc12
  -17	-0.5	.	.	0.2	-26	1	1
27: CC1=CC(C)(C)NC(=S)N1CCO
  0	2.4	-8	-8	0.0	-11	0	.
28: C[C@H](CO)N1C[C@H](C)[C@H](CN(C)Cc2ccc(C(F)(F)F)cc2)Oc2ccc(NC(=O)Nc3cccc4ccccc34)cc2C1=O
  1	-1.1	11	-3	0.3	0	1	-9
29: Cn1c(=O)[nH]c2ncn(C)c2c1=O
  -1	-2.9	-7	-2	-0.1	3	2	.
30: Cc1ccc(Nc2nc(COC(=O)C3CC3)cs2)cc1
  2	-5.0	49*	4	0.0	-28	5	-6
31: CCCCc1ccc(NC(=O)Nc2c(C)n(C)n(-c3ccccc3)c2=O)cc1
  -2	0.9	-6	6	-0.1	-1	1	1
32: C[C@H](CO)N1C[C@H](C)[C@@H](CN(C)C(=O)Nc2ccc(C(F)(F)F)cc2)Oc2ncc(-c3cccnc3)cc2C1=O
  -6	2.0	-1	-5	0.1	8	1	-7
33: C[C@@H]1CCCCO[C@@H](CN(C)C(=O)NC2CCCCC2)[C@@H](C)CN([C@@H](C)CO)C(=O)c2cc(NC(=O)CCCN(C)C)ccc2O1
  -6	0.6	11	7	0.0	-9	-2	16
34: CCC(=O)N1CCN(c2ccc(NC(=O)c3ccc4c(c3)OCCO4)cc2)CC1
  5	3.0	23	6	0.2	-8	-8	30
35: O=C(c1ccc2ccccc2c1)C1CCCN(C(=O)CCn2cnnn2)C1 (centres undefined)
  2	-0.7	3	1	-0.3	-5	1	12
36: CC(CCc1ccccc1)NC(=O)c1ccc(NC(=O)c2ccc(Cl)cc2Cl)cc1 (centres undefined)
  -7	0.6	.	.	-0.1	-15	3	.
37: CN1C(=O)c2cc(NC(=O)Cc3cccs3)ccc2OC[C@@H]2O[C@@H](CC(=O)NCCc3ccncc3)CC[C@H]21
  -3	.	-3	3	0.0	7	-2	-2
38: O=C(NCC[C@H]1CC[C@@H](NC(=O)C2CCOCC2)[C@@H](CO)O1)c1cc(Cl)cc(Cl)c1
  -2	0.7	-3	-6	0.2	-7	-3	-1
39: Cc1ccc(OCCNC(=O)c2cccc(S(=O)(=O)NCc3ccccc3)c2)cc1
  -4	10*	-2	9	0.1	3	2	-23
40: CC(=O)NC(c1cccc(F)c1)c1nc(-c2cc3ccccc3o2)cs1 (centres undefined)
  .	2.6	1	-4	0.0	-10	-6	-20

Compounds 37 through 40, reprinted for reference:
The line under a structure holds: ARNT-TACC3 inh	CFTR F508del cor	esBAF inh	RAD54 inh	XiGFP reactiv	RAD52 inh	ERAP1 inh	GSIS activator
37: CN1C(=O)c2cc(NC(=O)Cc3cccs3)ccc2OC[C@@H]2O[C@@H](CC(=O)NCCc3ccncc3)CC[C@H]21
  -3	.	-3	3	0.0	7	-2	-2
38: O=C(NCC[C@H]1CC[C@@H](NC(=O)C2CCOCC2)[C@@H](CO)O1)c1cc(Cl)cc(Cl)c1
  -2	0.7	-3	-6	0.2	-7	-3	-1
39: Cc1ccc(OCCNC(=O)c2cccc(S(=O)(=O)NCc3ccccc3)c2)cc1
  -4	10*	-2	9	0.1	3	2	-23
40: CC(=O)NC(c1cccc(F)c1)c1nc(-c2cc3ccccc3o2)cs1 (centres undefined)
  .	2.6	1	-4	0.0	-10	-6	-20

Remaining list, next part.
The line under a structure holds: ARNT-TACC3 inh	CFTR F508del cor	esBAF inh	RAD54 inh	XiGFP reactiv	RAD52 inh	ERAP1 inh	GSIS activator
41: CCC(C)(C)n1nnnc1C(c1ccc(OC)c(OC)c1)N1CCN(C(=O)c2ccco2)CC1 (centres undefined)
  16	1.9	-5	10	0.1	-10	-1	5
42: O=C(C[C@@H]1C[C@@H]2c3cc(NC(=O)c4cccnc4)ccc3O[C@@H]2[C@H](CO)O1)NCC1CC1
  -6	-2.1	0	12	0.5	0	1	5
43: CN(C)CCCNC(=O)C[C@H]1C=C[C@H](NS(=O)(=O)c2ccccc2)[C@H](CO)O1
  7	0.4	5	-4	0.4	-2	3	8
44: CCN1C(=O)[C@H]2[C@@H](c3ccc(-c4cccc(Cl)c4)cc3)N3CCCC[C@@]3(C(=O)OC)[C@H]2C1=O
  7	-0.7	6	0	0.0	-53	1	5
45: CCOC(=O)c1cc(C#N)c(N2CCN(c3ccccn3)CC2)nc1-c1ccccc1
  -9	0.3	5	-2	0.2	-19	6	-3
46: C[C@H]1CN([C@@H](C)CO)C(=O)c2ccccc2-c2ccccc2CO[C@H]1CN(C)S(=O)(=O)c1ccc(F)cc1
  -3	-1.9	-6	8	-0.3	-5	0	-21
47: C[C@@H]1CCCCO[C@@H](CN(C)C(=O)Nc2ccc(C(F)(F)F)cc2)[C@@H](C)CN([C@H](C)CO)C(=O)c2cc(NC(=O)Cc3ccccc3)ccc2O1
  -14	-0.9	10	2	0.2	.	.	13
48: COc1ccc(CN(C)C[C@@H]2OCCCC[C@H](C)Oc3ccc(NC(=O)Nc4c(C)noc4C)cc3C(=O)N([C@@H](C)CO)C[C@H]2C)cc1
  11	0.7	-2	-2	-1.1	13	-4	15
49: O=C(NNC(=O)c1cccc2ccccc12)c1cccc(Br)c1
  10	-0.2	11	-3	0.0	0	0	-14
50: O=[N+]([O-])c1ccccc1-c1nc(-c2ccc(Br)o2)no1
  5	.	.	.	0.1	-3	-1	6

Next part, starting with the last 3 of the part before.
The line under a structure holds: ARNT-TACC3 inh	CFTR F508del cor	esBAF inh	RAD54 inh	XiGFP reactiv	RAD52 inh	ERAP1 inh	GSIS activator
48: COc1ccc(CN(C)C[C@@H]2OCCCC[C@H](C)Oc3ccc(NC(=O)Nc4c(C)noc4C)cc3C(=O)N([C@@H](C)CO)C[C@H]2C)cc1
  11	0.7	-2	-2	-1.1	13	-4	15
49: O=C(NNC(=O)c1cccc2ccccc12)c1cccc(Br)c1
  10	-0.2	11	-3	0.0	0	0	-14
50: O=[N+]([O-])c1ccccc1-c1nc(-c2ccc(Br)o2)no1
  5	.	.	.	0.1	-3	-1	6
51: O=C(C[C@H]1C=C[C@H](NC(=O)c2ccccc2)[C@H](CO)O1)NCCc1ccncc1
  2	0.3	2	8	-0.5	1	0	-2
52: Cc1ccc2nc(SCC(=O)NCc3cccs3)c(C#N)cc2c1
  -11	.	12	-1	.	.	.	54*
53: Cc1c(C(=O)NC2CCCCC2)oc2ccc(F)cc12
  -10	0.7	43*	9	0.0	-15	-5	-4
54: Cc1ccc(C(=O)N2N=C(c3cccc(NS(C)(=O)=O)c3)CC2c2cccs2)cc1 (centres undefined)
  0	1.3	-2	-3	0.0	-31	-1	-8
